Screens (PubChem)
phage Ecoli inh: E. coli growth loss with phage present. growth absorbance. inhibition, % at 11.9 µM. 360,000 tested, 0.26% active. AID 651602; in the data active = inhibition above about 11%
PKA-R1A act: activates the PKA-R1A holoenzyme complex. PKA-R1A dissociation, Cy5-IP20 fluorescence polarization; scaled: DMSO 0%, 113 µM cGMP 100%. activation, % at 11.4 µM. 340,000 tested, 0.083% active. AID 504707. P00514+P68181;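 active = percent activation above the mean of all tested compounds plus 3 SD, cut at about 19% in these data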;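 note: higher means more PKAc released from R1A so a rise in polarization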
Ecoli viability: bacterial growth inhibition, counter-screen for AddAB inhibitors | E. coli V3065 growth, OD600 absorbance, 18 h | inhibition, % at 11.9 µM | 330,000 tested, 0.27% active;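 active = inhibition above the campaign's mean inhibition across all tested compounds plus 3 SD, cut at about 9.9% in these data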;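 note: uninfected addAB+ strain grown without phage in ampicillin broth; 0% = DMSO wells and 100% = ciprofloxacin 0.95 µg/ml wells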
HTR5A ag ctr: activates human HTR5A in OPRM1-OPRD1 agonist counter-screen; HTR5A agonist assay, luminescence, cell-based; P47898; activation, % at 9.3 µM; 340,000 tested, 0.61% active; in the data active = activation mostly above about 9.5%, no sharp cut-off; inactive = mostly below about 7.6%;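 note: 0% = cells with vehicle only and 100% = reference agonist; strong numbers were not always called active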
Target sequence (P47898 whole entry, looked up): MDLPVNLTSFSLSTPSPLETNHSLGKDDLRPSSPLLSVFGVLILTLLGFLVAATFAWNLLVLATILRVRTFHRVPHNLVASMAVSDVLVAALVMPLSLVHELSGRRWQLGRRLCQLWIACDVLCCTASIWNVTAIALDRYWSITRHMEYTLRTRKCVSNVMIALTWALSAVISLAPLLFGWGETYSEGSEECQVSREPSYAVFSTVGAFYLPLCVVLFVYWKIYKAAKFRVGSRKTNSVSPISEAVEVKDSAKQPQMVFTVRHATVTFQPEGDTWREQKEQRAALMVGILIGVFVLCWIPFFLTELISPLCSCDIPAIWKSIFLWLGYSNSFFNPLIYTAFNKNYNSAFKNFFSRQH
HTR5A inv ctr: inverse agonist of human HTR5A in OPRM1-OPRD1 counter-screen | P47898 | HTR5A cell line, luminescence, inverse agonism | inhibition, % at 9.3 µM | 340,000 tested, 0.083% active | AID 504634; in the data active = inhibition mostly above about 23%, no sharp cut-off; inactive = mostly below about 18%;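 note: 0% = cells with DMSO and 100% = no-cell wells with DMSO; some compounds called inactive have numbers as strong as hits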
Tat transport: E. coli Tat transport inhibition; 340,000 tested, 0.036% active; inhibition, % at 10 µM; AID 488895; E. coli MC4100 TorA-mCherry Tat export, fluorescence;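 active = mean replicate inhibition at least 50% and at least half of replicates individually reaching 50%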;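 note: exported cargo escapes ClpAP degradation while cytoplasmic cargo is degraded and loses fluorescence; 0% = median of neutral control wells and 100% = median of NaSCN control wells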
PKA-R2B activ: activates the human PKA-R2B holoenzyme complex. P22694+P31323. PKA-R2B holoenzyme dissociation, Cy5-IP20 fluorescence polarization; R2B truncated from residue 108, S112A mutant; 0% DMSO only, 100% 113 µM cGMP. activation, % at 11.4 µM. 340,000 tested, 0.079% active;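 active = activation above a cutoff set at the mean over all compounds plus 3 SD, cut at about 18% in these data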;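 note: higher means more holoenzyme dissociation and a rise in polarization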
CDK5 inh: CDK5/p35 (human) kinase inhibition; Q00535+Q15078; Recombinant CDK5/p35, ADP-Glo luminescence, 60 min; inhibition, % at 10 µM; 330,000 tested, 0.01% active; AID 488839;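 active = highest replicate inhibition of at least 50% and at least 75% of replicates reaching 50%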;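 note: plate controls were DMSO neutral control for no effect and GW8510 at 10 µM for full effect; many of its hits are not listed in these tables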
Target sequence (Q00535 whole entry, looked up): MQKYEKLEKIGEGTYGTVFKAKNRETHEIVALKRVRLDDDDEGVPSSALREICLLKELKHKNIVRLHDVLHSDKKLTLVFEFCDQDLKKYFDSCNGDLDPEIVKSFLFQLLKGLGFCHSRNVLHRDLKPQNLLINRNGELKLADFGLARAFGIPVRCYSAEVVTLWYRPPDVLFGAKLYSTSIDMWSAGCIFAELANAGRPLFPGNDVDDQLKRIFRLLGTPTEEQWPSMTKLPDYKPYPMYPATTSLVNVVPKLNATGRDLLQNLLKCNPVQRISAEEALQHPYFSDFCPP
Target sequence (Q15078 whole entry, looked up): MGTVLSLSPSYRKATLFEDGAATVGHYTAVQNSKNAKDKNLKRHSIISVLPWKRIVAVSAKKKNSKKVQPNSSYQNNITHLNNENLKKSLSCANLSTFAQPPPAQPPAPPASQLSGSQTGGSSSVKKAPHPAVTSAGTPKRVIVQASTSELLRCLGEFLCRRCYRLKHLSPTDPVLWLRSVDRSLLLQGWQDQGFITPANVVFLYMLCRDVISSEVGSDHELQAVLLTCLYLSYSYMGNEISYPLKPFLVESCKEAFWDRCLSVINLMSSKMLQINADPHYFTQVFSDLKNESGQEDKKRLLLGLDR
AddAB inh: less growth of phage-infected E. coli with AddAB; E. coli expressing H. pylori AddAB, absorbance growth; inhibition, % at 11.9 µM; 330,000 tested, 0.29% active; AID 435030; in the data active = inhibition above about 12%;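 note: 0% = vehicle wells of infected cells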
SUMO Mot1 rescue: inhibitors of SUMOylation pathway: yeast Mot1-301 growth rescue; S. cerevisiae Mot1-301 growth rescue, ATP luminescence, 38.5C; percent above DMSO median, 100 means doubled; growth rescue, % at 18.8 µM; 320,000 tested, 1% active; AID 2716;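 active = every valid replicate shows activation above 250% relative to neutral control wells; inactive = the rest, any valid replicate at or below 250%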;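 note: OY570 slx delta 5 strain wells were the positive control but not used for scaling; some compounds called inactive have numbers as strong as hits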
DAGLB inh: diacylglycerol lipase beta (human) inhibition; HEK293T DAGLB membrane lysate, EnzChek fluorogenic substrate; inhibition, % at 5.17 µM; 340,000 tested, 0.059% active; in the data active = inhibition above about 34%;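 note: 0% = enzyme with vehicle and 100% = wells lacking enzyme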
* marks the source's active call; other numbers are inactive results; x = no result given. Some of the compounds tested; the hit share may differ from the screen's.

SMILES | phage Ecoli inh | PKA-R1A act | Ecoli viability | HTR5A ag ctr | HTR5A inv ctr | Tat transport | PKA-R2B activ | CDK5 inh | AddAB inh | SUMO Mot1 rescue | DAGLB inh
CCN(CC)CCN=Cc1c(O)n(Cc2ccco2)c(=O)[nH]c1=O | 1.9 | x | -0.4 | x | x | 9 | x | 0.4 | -1.8 | -16 | x
C=C(C)[C@@H]1[C@H]2OC(=O)[C@H]1[C@]1(O)C[C@H]3O[C@]34C(=O)O[C@H]2[C@]14C | 1.5 | -2 | x | 0 | -1 | -9 | 8 | -0.5 | x | x | 0
COc1ccc(-n2c(C)nc3ccccc3c2=O)c([N+](=O)[O-])c1 | 0.3 | 11 | 1.7 | 0 | 0 | -7 | 5 | 1.5 | 2.4 | -7 | 0
CCN1CCN(Cc2cccnc2)CC1 | 2.7 | 3 | 0.0 | 1 | -4 | 1 | -10 | 1.4 | 3.5 | -1 | -6
O=c1cc(CN2CCNCC2)nc2sccn12 | 1.6 | 1 | 0.3 | 1 | -5 | 3 | 9 | -0.1 | -1.3 | -3 | -1
O=C(c1c[nH]c2ccc(S(=O)(=O)N3CCC4(CC3)OCCO4)cc2c1=O)N1CCC2(CC1)OCCO2 | 2.6 | -3 | 0.6 | 7 | -16 | 0 | -6 | -1.5 | 0.3 | 4 | 2
CC(C)Oc1ccc(CCN)cc1Cl | 5.3 | 3 | 1.9 | -1 | 8 | 1 | 1 | 0.6 | 3.0 | -8 | -2
O=c1[nH]sc2cc(F)ccc12 | -1.2 | -4 | x | -3 | 7 | -20 | -2 | 0.6 | x | x | 0
CCN(C(=O)COC(=O)c1cc(C)n(C2CC2)c1C)c1ccccc1 | 2.7 | -4 | 1.0 | -2 | -10 | 5 | -1 | 0.0 | 1.6 | -19 | -8
O=C(Nc1ccc(F)cc1)N1CC2CC(C1)c1cccc(=O)n1C2 (centres undefined) | 0.8 | 12 | 0.4 | -3 | 0 | 1 | -7 | -0.7 | 0.7 | 468 | 4
Cc1ccc(O)c(CN2CCN(c3ccccc3)CC2)c1 | 0.9 | 5 | -1.1 | -1 | -12 | 11 | -6 | -0.6 | 3.8 | -8 | -5
CCOc1ccc(C2(C#N)CC[N+](C)(C)CC2)cc1 | 2.7 | -1 | 1.7 | 3 | -12 | 1 | 9 | 1.4 | 4.5 | 8 | -2
CC1CCN(C(=O)COC(=O)c2cn(C)c3ccccc23)CC1 | 2.8 | 14 | -0.3 | -2 | 3 | 4 | -11 | 1.1 | 4.0 | 11 | -6
CCn1c(O)c(C=NCc2cccs2)c(=O)[nH]c1=O | 1.3 | 1 | 0.0 | -1 | -23 | -5 | 10 | 0.1 | 2.1 | -9 | 6
Cc1cccc(C(=O)Nc2ccc3c(c2)CC2(C(=O)N(C)C(=O)N(C)C2=O)C2CCCN32)c1 (centres undefined) | x | -2 | -5.3 | -3 | 12 | 0 | -11 | 0.7 | 0.1 | 26 | 5
NC(=O)OCCSc1nnc(-c2cccc(C(N)=S)c2)o1 | -0.4 | -4 | -1.1 | -3 | 37 | -3 | -2 | 0.4 | 1.5 | -11 | 1
Cc1ccc(CNCCc2ccc(F)cc2)s1 | 3.2 | -7 | -1.0 | 1 | 14 | 7 | -3 | 0.4 | 2.6 | 3 | -1
COc1ccc(OC)c(NP(=O)(Oc2ccc(Cl)cc2)Oc2ccc(Cl)cc2)c1 | 4.8 | 0 | -0.3 | -1 | 8 | 10 | 3 | 1.8 | 0.7 | -20 | -1
Nc1ccc(C2(c3ccc(N)cc3)CCCCC2)cc1 | 5.4 | 3 | 0.9 | -2 | 28 | -2 | -7 | 2.1 | 1.2 | -6 | 5
C[C@H]1CC[C@@H]2[C@@H](C)[C@H]3[C@H](C[C@H]4[C@@H]5CC=C6C[C@@H](O[C@@H]7O[C@H](CO)[C@H](O)[C@H](O[C@@H]8O[C@H](CO)[C@@H](O)[C@H](O)[C@H]8O)[C@H]7O[C@@H]7O[C@@H](C)[C@H](O)[C@@H](O)[C@H]7O)CC[C@]6(C)[C@H]5CC[C@]34C)N2C1 | 3.2 | 0 | -3.7 | -1 | -29 | 2 | -14 | -1.0 | 1.5 | 14 | -3
CC1OC(C[N+](C)(C)C)CC1O (centres undefined) | 3.9 | 1 | -0.9 | 2 | -8 | -10 | 3 | 0.0 | 1.1 | 12 | 2
COC(=O)C1=C(c2cc3ccccc3s2)C[C@@H]2CC[C@H]1N2C(=O)NC1CC1 | 2.2 | 2 | 0.2 | -6 | 15 | -2 | -4 | -0.1 | 2.1 | -21 | -2
COc1ccccc1NC(=O)N1C[C@@H]2C[C@@H](C1)c1cccc(=O)n1C2 | 3.1 | 4 | -0.8 | 4 | 11 | 3 | -3 | -0.2 | 5.0 | -5 | -2
O=C1N[C@@H](Cc2ccccc2)C(=O)N2[C@H]1C[C@H]1c3ccccc3N(OOSc3ccccc3)[C@H]12 | 2.4 | -9 | -0.4 | 2 | -20 | -2 | -9 | -1.3 | 1.0 | 57 | 1
CCn1c(NN=O)nc2ccccc21 | 6.1 | -12 | 3.8 | 0 | 1 | 2 | 14 | 0.0 | 6.3 | -1 | 3

Some of the entries so far, in CSV form.
structure,phage Ecoli inh,PKA-R1A act,Ecoli viability,HTR5A ag ctr,HTR5A inv ctr,Tat transport,PKA-R2B activ,CDK5 inh,AddAB inh,SUMO Mot1 rescue,DAGLB inh
O=c1[nH]sc2cc(F)ccc12,-1.2,-4,x,-3,7,-20,-2,0.6,x,x,0
CCN(C(=O)COC(=O)c1cc(C)n(C2CC2)c1C)c1ccccc1,2.7,-4,1.0,-2,-10,5,-1,0.0,1.6,-19,-8

Continued:
SMILES | phage Ecoli inh | PKA-R1A act | Ecoli viability | HTR5A ag ctr | HTR5A inv ctr | Tat transport | PKA-R2B activ | CDK5 inh | AddAB inh | SUMO Mot1 rescue | DAGLB inh
CCSC(=O)N1CCCCCC1 | 1.5 | -9 | 1.8 | 0 | 1 | -12 | -6 | 0.1 | 3.2 | 5 | -2
Cn1nccc1C(=O)N1CCC2(CC1)OCCO2 | 1.3 | -9 | 1.0 | 8 | 2 | 1 | 8 | -0.3 | 1.0 | -7 | 2
COc1ccc(Cn2c(O)c(C=NCCN3CCOCC3)c(=O)[nH]c2=O)cc1 | 1.3 | -4 | 1.3 | -2 | 6 | -5 | 0 | 2.5 | 3.8 | -6 | -4
Oc1cc(Cl)c(Cl)c(Cl)c1 | 2.7 | -15 | x | 4 | -18 | -13 | 0 | 0.1 | x | x | 2
COC(=O)C1=C(c2cc3ccccc3s2)C[C@@H]2CC[C@H]1N2C(=O)NCc1ccco1 | 4.4 | -9 | -1.6 | -2 | 3 | 6 | -1 | 1.3 | 2.7 | 5 | -1
COc1ccc(-c2nn(CCC#N)cc2C(=O)Nc2ccccc2Br)cc1[N+](=O)[O-] | 3.1 | 4 | -1.3 | 0 | -17 | 2 | 5 | 0.0 | -1.7 | -22 | -5
CC1(C)C2CC=C(CN3CCC(O)CC3)C1C2 (centres undefined) | 3.0 | -10 | -1.1 | -2 | -1 | -7 | 4 | -1.2 | -0.4 | 33 | -2
CC(=O)N[C@@H]1CC[C@@]2(O)[C@H]3Cc4ccc(O)c5c4[C@@]2(CCN3CC2CC2)[C@@H]1O5 | 0.4 | 7 | -0.4 | -4 | 10 | -9 | -4 | -1.7 | -1.4 | x | -1
CCOc1ccc(C(C)=O)cc1Cn1ccsc1=N | 1.9 | 0 | x | -3 | 12 | 7 | 5 | 0.5 | x | -1 | 2
c1ccc2c(c1)CNCc1cnnn1-2 | 2.4 | -3 | x | -4 | 15 | 9 | -8 | -0.5 | x | x | 0
CC(=O)OC1=CC[C@H]2[C@@H]3CC[C@H]4C[C@H](OC(C)=O)[C@@H](OC(C)=O)C[C@]4(C)[C@H]3CC[C@]12C | 2.3 | 2 | 0.2 | 5 | -9 | 6 | -2 | -0.3 | 2.7 | 88 | -3
Cc1nc2sccc2c(=O)n1-c1ccccc1Cl | 0.6 | -6 | 1.4 | 2 | -5 | 22 | -8 | -5.5 | 5.0 | 0 | 1
CN1C(=O)C(=Cc2ccccc2OCc2ccc(Cl)cc2)C(=O)N(C)C1=O | 6.5 | -6 | -0.3 | 3 | -12 | -1 | 2 | -0.3 | -2.1 | -3 | 1
Cc1cccc(-n2c(C)nc3cc(C(=O)N4CCC5(CC4)OCCO5)ccc32)c1 | 5.0 | -6 | -1.0 | 1 | -9 | 0 | 4 | -1.6 | 1.3 | 15 | 0
COc1ccc(C(O)(c2ccccc2)c2ccncc2)cc1 (centres undefined) | 1.2 | 6 | x | 1 | -4 | 6 | -4 | -0.7 | x | x | -1
COc1ccc(C=C2C(=O)N(C)C(=O)N(C)C2=O)cc1CSc1ccccn1 | 6.8 | -2 | 0.1 | 0 | -33 | -10 | -6 | -0.9 | 3.4 | 3 | -2
Cc1ccccc1CN1CCN(Cc2ccccc2)CC1 | 5.3 | 6 | 1.1 | 3 | -12 | 2 | 4 | 1.8 | 1.8 | 0 | -1
COc1cccc(C(=O)C2CCCN(C3CCOCC3)C2)c1 (centres undefined) | 3.9 | -7 | 1.1 | -2 | 6 | 0 | 1 | -0.2 | 0.7 | 168 | 0
CC1=CC(C)C(COC(N)=O)(COC(N)=O)C(C)C1 (centres undefined) | 4.6 | -5 | 1.6 | -4 | -10 | -5 | -4 | -0.6 | 3.0 | -2 | -3
Cc1nn(-c2ccccc2)c2c1CC1(C(=O)N(C)C(=O)N(C)C1=O)C1CCCCN21 (centres undefined) | 0.8 | 0 | -3.8 | -1 | -24 | -1 | 9 | -0.4 | -0.9 | 149 | -2
COC(=O)[C@@H](c1ccccc1)C1CCCCN1 (some centres undefined) | 2.4 | -7 | -2.0 | 0 | 0 | 12 | 2 | 1.6 | 1.7 | x | -4
C=CCCC1(CC)C(=O)NC(=S)NC1=O | 2.7 | 8 | x | 1 | -3 | 4 | -3 | -2.8 | x | x | -2
COc1cc2c3c(c1OC)-c1cc(O)ccc1CC3NCC2 (centres undefined) | 2.5 | -5 | -1.7 | 0 | 9 | 2 | 3 | 0.4 | 2.7 | 3 | -1
CCCC12CN3CC(CCC)(CN(C1)C3c1ccccn1)C2=O (centres undefined) | 1.2 | 5 | -3.4 | 2 | 10 | -2 | 9 | 0.4 | -2.3 | -15 | 0
CCOC(=O)c1c(C)n(Cc2ccco2)c2ccc(OC)cc12 | 2.5 | -6 | 0.8 | 6 | -18 | 5 | -11 | -1.8 | 1.8 | -15 | -3
C=C1C(=O)OC2C1CCC(C)C1(O)C=CC(=O)C21C (centres undefined) | 2.5 | -13 | x | 6 | 16 | 1 | -18 | -3.6 | x | x | -2
COc1ccc(C(C)=O)cc1CC(C(=O)c1ccccc1)N(C)C (centres undefined) | 2.0 | 3 | -2.0 | 2 | 9 | -3 | -1 | -1.3 | -1.0 | -14 | 2
COP(=O)(OC)C1(Nc2ccc(C)cc2)CCCCC1 | 2.2 | -10 | 1.7 | -1 | 3 | -3 | 1 | 1.5 | 4.7 | -20 | 4
CN1CCN(c2nc3ccccc3c(=O)n2-c2ccccc2)CC1 | 5.9 | -5 | 1.3 | 0 | -1 | -11 | -3 | -1.4 | 1.0 | -13 | 1
